EZH2 inh: EZH2/PRC2 methyltransferase inhibitors, primary screen, biochemical, DELFIA time-resolved fluorescence, single point | Histone-lysine N-methyltransferase EZH2 (Homo sapiens), Q15910 | PRC2 H3K27 methylation, DELFIA TRF, 1 h | inhibition, % at 12.5 µM | actives 0.35% (n = 57,000);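 active means mean inhibition of replicates at least 50% and every single replicate also reaching 50%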;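 further: dimethyl H3K27 on biotinylated H3 21-44 peptide detected by antibody; plate controls were median neutral control wells for no effect and median positive control wells for full effect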
Target sequence (Q15910 whole entry, looked up): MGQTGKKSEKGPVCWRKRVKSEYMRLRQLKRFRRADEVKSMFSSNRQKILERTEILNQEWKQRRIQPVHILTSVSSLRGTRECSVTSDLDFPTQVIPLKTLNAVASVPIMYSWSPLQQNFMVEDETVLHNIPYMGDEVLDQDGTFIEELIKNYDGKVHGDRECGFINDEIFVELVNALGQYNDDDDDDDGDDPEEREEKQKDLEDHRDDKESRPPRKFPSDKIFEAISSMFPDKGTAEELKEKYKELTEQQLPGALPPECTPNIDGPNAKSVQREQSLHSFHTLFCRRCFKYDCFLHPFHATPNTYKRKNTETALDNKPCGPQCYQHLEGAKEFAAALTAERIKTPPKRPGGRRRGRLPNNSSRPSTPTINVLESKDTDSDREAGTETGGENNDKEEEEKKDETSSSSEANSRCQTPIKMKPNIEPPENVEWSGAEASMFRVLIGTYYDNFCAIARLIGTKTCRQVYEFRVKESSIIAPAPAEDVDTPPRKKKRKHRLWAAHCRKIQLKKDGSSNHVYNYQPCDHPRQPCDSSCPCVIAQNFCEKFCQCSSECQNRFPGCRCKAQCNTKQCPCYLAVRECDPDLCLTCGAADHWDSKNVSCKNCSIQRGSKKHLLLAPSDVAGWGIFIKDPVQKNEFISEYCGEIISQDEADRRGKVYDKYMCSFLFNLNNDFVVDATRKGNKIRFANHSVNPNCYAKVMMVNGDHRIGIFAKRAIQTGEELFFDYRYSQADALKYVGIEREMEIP
IDH1 mut inh: inhibitors of IDH1 R132H reductase, primary screen, biochemical, plate reader, single point; Isocitrate dehydrogenase [NADP] cytoplasmic (Homo sapiens), O75874; actives 0.18% (n = 70,000); AID 624101, 2012; diaphorase/resazurin fluorescence, 60 min; inhibition, % at 10 µM; in the data active means inhibition above about 34%;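 further: 0% = DMSO and 100% = no enzyme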
The depositor's hits bear a star; nt = not tested or not shown. These rows are one share of the data; rates above refer to the full screens.

SMILES	EZH2 inh	IDH1 mut inh
C[C@H]1CN([C@@H](C)CO)S(=O)(=O)c2ccc(Br)cc2O[C@H]1CN(C)C(=O)C1CC1	-2	1.5
C[C@H]1CN([C@@H](C)CO)C(=O)c2cc(NS(=O)(=O)c3cn(C)cn3)ccc2O[C@@H]1CN(C)Cc1ccc(Oc2ccccc2)cc1	nt	-0.4
C[C@H]1CN([C@@H](C)CO)C(=O)Cc2cc(NC(=O)CCCCCC(=O)Nc3ccccc3N)ccc2O[C@@H]1CN(C)S(=O)(=O)c1ccc(Cl)cc1	-13	-0.2
C[C@@H]1CCCCO[C@H](CN(C)C)[C@@H](C)CN([C@H](C)CO)C(=O)c2cc(NS(=O)(=O)c3ccc(Cl)cc3)ccc2O1	2	1.4
CO[C@@H]1CN(C)C(=O)c2cc(NC(=O)c3cc(C)on3)ccc2OC[C@@H](C)NC[C@H]1C	-3	0.1
O=C(c1cc2ccccc2oc1=O)N(Cc1ccccc1)c1ccccn1	4	-1.7
O=C1NCN(c2ccccc2)C12CCN(CCCC(c1ccc(F)cc1)c1ccc(F)cc1)CC2	-23	-0.2
CCCNC(=O)Nc1ccc2c(c1)OC[C@@H](C)N(C(C)=O)C[C@H](C)[C@@H](OC)CN(C)C2=O	13	-0.1
CO[C@@H]1CN(C)C(=O)c2cc(NC(C)=O)ccc2OC[C@@H](C)N(C(=O)CN2CCOCC2)C[C@H]1C	4	0.1
C[C@H](CO)N1C[C@H](C)[C@@H](CN(C)Cc2ccc(Oc3ccccc3)cc2)Oc2c(NC(=O)c3ccncc3)cccc2C1=O	-4	-0.2
C/C=C/c1cnc2c(c1)C(=O)N([C@H](C)CO)C[C@@H](C)[C@H](CN(C)S(=O)(=O)c1ccccc1F)O2	5	-2.9
Cc1nc(SCC(C)C)c(C#N)c(C)c1C	38	-0.2
Cc1ccc(S(=O)(=O)N(C)C[C@H]2Oc3ccc(NC(=O)Nc4ccc(C(F)(F)F)cc4)cc3CC(=O)N([C@H](C)CO)C[C@@H]2C)cc1	nt	0.1
COc1cc(O)cc2cc3c(c(O)c12)C(=O)C[C@@](C)(O)C3	nt	-0.3
Cc1cc2c(=O)n(Cc3ccco3)c(SCC(=O)c3cc4ccccc4o3)nc2s1	-3	0.3
C[C@H]1CN([C@@H](C)CO)C(=O)Cc2cc(NC(=O)Nc3ccc(F)cc3)ccc2O[C@@H]1CN(C)Cc1ccc(-c2ccccc2)cc1	nt	-0.7
NC(=O)COc1ccc(NC(=O)c2cccnc2)cc1	nt	1.6
CCOC(=O)c1cc(NC(=O)CSc2nnc(C)s2)ccc1Cl	-9	-0.1
C[C@@H]1CN([C@H](C)CO)C(=O)c2cc(NC(=O)CCC(F)(F)F)ccc2O[C@@H](C)CCCCO[C@H]1CN(C)S(=O)(=O)c1ccc(Cl)cc1	nt	2.0
C[C@H](CO)N1C[C@H](C)[C@H](CN(C)C(=O)CCCN(C)C)OCCCC[C@H](C)Oc2ccc(NC(=O)Nc3ccc(F)cc3)cc2C1=O	nt	1.8
CCC(=O)N(C)C[C@@H]1Oc2cc(-c3ccccc3)ccc2S(=O)(=O)N([C@H](C)CO)C[C@@H]1C	-6	-2.3
CNC[C@H]1OCCCC[C@@H](C)Oc2ccc(NC(=O)Nc3c(C)noc3C)cc2C(=O)N([C@@H](C)CO)C[C@@H]1C	3	nt
N#CCCn1c(CC(N)=O)nc2ccccc21	2	-0.4
O=C(C[C@@H]1CC[C@H](NC(=O)CC2CC2)[C@@H](CO)O1)NCc1ccc(Cl)cc1	-13	-0.4
C[C@@H]1CN([C@@H](C)CO)C(=O)c2cccc(NC(=O)C3CCCCC3)c2O[C@@H]1CN(C)C(=O)Nc1cccc2ccccc12	-15	-2.0
CCN(CC(=O)Nc1cccc([N+](=O)[O-])c1)S(=O)(=O)c1ccc(C)cc1	3	-0.3
O=C(c1cn(-c2ccccc2)nc1-c1cc2ccccc2oc1=O)n1nnc2ccccc21	0	-0.5
Cc1ccc(S(=O)(=O)Nc2ccc3c(c2)C(=O)N([C@@H](C)CO)C[C@H](C)[C@@H](CN(C)C(=O)CCC(F)(F)F)OCCCC[C@H](C)O3)cc1	nt	-12
COc1cc(OC)nc(NC(=O)CSc2nc3ccccc3o2)n1	nt	-0.4
C[C@@H]1CN([C@@H](C)CO)S(=O)(=O)c2ccc(C#C[C@@H](C)O)cc2O[C@@H]1CN(C)C(=O)Cc1ccccn1	0	-0.8

Reprinted from the part before: 5 entries, then new ones.
SMILES	EZH2 inh	IDH1 mut inh
CCN(CC(=O)Nc1cccc([N+](=O)[O-])c1)S(=O)(=O)c1ccc(C)cc1	3	-0.3
O=C(c1cn(-c2ccccc2)nc1-c1cc2ccccc2oc1=O)n1nnc2ccccc21	0	-0.5
Cc1ccc(S(=O)(=O)Nc2ccc3c(c2)C(=O)N([C@@H](C)CO)C[C@H](C)[C@@H](CN(C)C(=O)CCC(F)(F)F)OCCCC[C@H](C)O3)cc1	nt	-12
COc1cc(OC)nc(NC(=O)CSc2nc3ccccc3o2)n1	nt	-0.4
C[C@@H]1CN([C@@H](C)CO)S(=O)(=O)c2ccc(C#C[C@@H](C)O)cc2O[C@@H]1CN(C)C(=O)Cc1ccccn1	0	-0.8
COc1ccc(S(=O)(=O)N(C)C[C@H]2Oc3ccc(NC(=O)Nc4ccc(C(F)(F)F)cc4)cc3C(=O)N([C@H](C)CO)C[C@@H]2C)cc1	nt	1.0
C[C@@H]1CN([C@@H](C)CO)C(=O)c2cc(NC(=O)Cn3cnnn3)ccc2O[C@H]1CN(C)Cc1ccc(-c2ccccc2)cc1	-12	2.2
C[C@@H]1CN([C@@H](C)CO)C(=O)c2cc(-c3ccccc3)cnc2O[C@@H]1CN(C)C(=O)C1CCOCC1	-7	-5.0
CCCC#Cc1cnc2c(c1)C(=O)N([C@H](C)CO)C[C@H](C)[C@@H](CN(C)CCC)O2	nt	0.2
C[C@H](CO)N1C[C@H](C)[C@@H](CN(C)Cc2ccc(C(=O)O)cc2)Oc2c(cccc2N(C)C)C1=O	7	1.5
CO[C@H]1CN(C)C(=O)c2ccc(NS(C)(=O)=O)cc2OC[C@@H](C)N(Cc2cncnc2)C[C@@H]1C	0	-0.2
CCOC(=O)CSc1nc2ccc(I)cc2c(=O)n1-c1ccccc1OC	8	0.0
COc1ccc(-c2nnc(SCC(=O)Nc3cccc(SC)c3)o2)cc1	10	0.1
C[C@H](CO)N1C[C@H](C)[C@H](CN(C)Cc2ccc(C(F)(F)F)cc2)Oc2ccc(NC(=O)CCN3CCOCC3)cc2CC1=O	0	-1.2
CCN(CC(=O)O)S(=O)(=O)c1ccc2ccccc2c1	-18	-0.4
O=C(N[C@H]1CC[C@@H](CCn2cc(C3CCCCC3)nn2)O[C@H]1CO)c1cccnc1	3	0.2
C[C@H]1CN([C@@H](C)CO)C(=O)c2cccc(NC(=O)c3nc4ccccc4s3)c2O[C@H]1CN(C)CC1CCCCC1	nt	0.8
CCC(=O)N(C)C[C@H]1Oc2ncc(Br)cc2C(=O)N([C@@H](C)CO)C[C@@H]1C	-5	0.3
O=C(C[C@H]1C=C[C@@H](NC(=O)CC2CC2)[C@H](CO)O1)NCC(F)(F)F	0	0.6
COc1ccc(-c2nc(SCC(=O)Nc3c(F)cc(F)cc3Br)n[nH]2)cc1	-2	0.2
COc1ccc(NC(=O)N[C@H]2CC[C@H](CCn3cc(C4(O)CCCC4)nn3)O[C@@H]2CO)cc1	4	0.1
C[C@H]1CN([C@@H](C)CO)C(=O)c2cc(NC(=O)C3CC3)ccc2O[C@H]1CN(C)Cc1ccncc1	1	2.4
CO[C@@H]1CN(C)C(=O)c2ccc(NS(=O)(=O)c3ccc(Oc4ccccc4)cc3)cc2OC[C@@H](C)NC[C@@H]1C	-1	-0.1
CC(=O)N(C)C[C@@H]1Oc2ncc(C#Cc3ccncc3)cc2C(=O)N([C@H](C)CO)C[C@H]1C	6	7.9
CO[C@@H]1CN(C)C(=O)c2ccc(NC(=O)C3CC3)cc2OC[C@H](C)N(C(=O)c2cnccn2)C[C@@H]1C	-4	0.3
O=C(N[C@H]1CC[C@H](CCNS(=O)(=O)c2ccc(Cl)cc2)O[C@H]1CO)c1cccnc1	8	0.3
C[C@@H]1CN([C@@H](C)CO)C(=O)c2cc(C#CC3(O)CCCC3)cnc2O[C@H]1CN(C)Cc1ccncc1	-3	1.3
Cc1noc(C)c1NC(=O)Nc1ccc2c(c1)C(=O)N([C@H](C)CO)C[C@H](C)[C@H](CN(C)C(=O)CCCN(C)C)OCCCC[C@H](C)O2	nt	0.9
Cc1ccc(S(=O)(=O)N(C)C[C@H]2Oc3ccc(NC(=O)Nc4cccc5ccccc45)cc3C(=O)N([C@H](C)CO)C[C@H]2C)cc1	nt	0.5
C[C@@H]1CN([C@H](C)CO)C(=O)c2cc(NC(=O)Nc3ccc4c(c3)OCO4)ccc2O[C@@H](C)CCCCO[C@@H]1CN(C)C(=O)C1CCCCC1	nt	-1.1
C=C1C2=C(C(=O)N1OC)[C@H](O)[C@](C)(O)[C@H](CCCCC)O2	nt	0.1
C[C@@H]1CN([C@@H](C)CO)C(=O)c2cc(NC(=O)Nc3cccc4ccccc34)ccc2O[C@H]1CN(C)Cc1ccc(Cl)c(Cl)c1	nt	-1.8
C[C@H](CO)N1C[C@H](C)[C@H](CN(C)Cc2ccc3c(c2)OCO3)Oc2ccc(NC(=O)NC3CCCCC3)cc2C1=O	-9	-0.8
C[C@@H]1CCCCO[C@H](CN(C)C)[C@H](C)CN([C@@H](C)CO)C(=O)c2cc(NS(=O)(=O)c3ccccc3)ccc2O1	-7	nt
O=C(C[C@@H]1CC[C@H](NC(=O)C2CCC2)[C@@H](CO)O1)Nc1nccs1	10	0.2
C[C@H]1CN([C@@H](C)CO)C(=O)c2cc(-c3ccc(C(=O)N(C)C)cc3)cnc2O[C@@H]1CN(C)C(=O)C1CC1	18	-3.1
C[C@@H]1CN([C@H](C)CO)C(=O)Cc2cc(NC(=O)Cn3cnnn3)ccc2O[C@H]1CN(C)S(=O)(=O)c1ccccc1	nt	0.4
C[C@@H]1CN([C@H](C)CO)C(=O)Cc2cc(NS(=O)(=O)c3cccs3)ccc2O[C@H]1CN(C)S(C)(=O)=O	nt	-0.1
C[C@@H]1CN([C@@H](C)CO)C(=O)Cc2cc(NC(=O)Nc3ccccc3)ccc2O[C@@H]1CN(C)CC1CC1	-11	1.2
CC(C)NC(=O)N(C)C[C@@H]1Oc2c(NS(=O)(=O)c3ccc(F)cc3)cccc2C(=O)N([C@@H](C)CO)C[C@@H]1C	nt	-0.9
Cc1noc(C)c1S(=O)(=O)N(C)C[C@@H]1OCCCC[C@@H](C)Oc2ccc(NC(=O)Nc3ccc(F)cc3)cc2C(=O)N([C@@H](C)CO)C[C@H]1C	nt	-0.6
CCCC(=O)N(Cc1cc2cccc(C)c2[nH]c1=O)c1ccc(C)cc1	-14	-0.6
O=C(C[C@H]1CC[C@H](NC(=O)c2ccc(F)cc2)[C@H](CO)O1)NCc1ccncn1	9	0.0
Cc1noc(C)c1NC(=O)N(C)C[C@H]1OCCCC[C@H](C)Oc2ccc(NC(=O)CCC(F)(F)F)cc2C(=O)N([C@@H](C)CO)C[C@@H]1C	nt	0.4
O=C(NC1CCCCC1)N[C@H]1CC[C@H](CCNS(=O)(=O)c2ccc(F)cc2)O[C@@H]1CO	-7	-0.1
Cc1c(NC(=O)/C(C#N)=C/c2cccc([N+](=O)[O-])c2)c(=O)n(-c2ccccc2)n1C	0	nt
C[C@@H]1CN([C@@H](C)CO)C(=O)CCCn2cc(nn2)CO[C@H]1CN(C)S(=O)(=O)c1ccc(F)cc1	1	nt
CO[C@H]1CN(C)C(=O)c2ccc(NC(=O)c3cccc(F)c3)cc2OC[C@H](C)NC[C@@H]1C	11	0.1
C[C@@H]1CN([C@H](C)CO)C(=O)c2cc(N(C)C)ccc2O[C@H]1CN(C)Cc1ccc(C(=O)O)cc1	8	1.4
COc1ccc(CN(C)C[C@H]2Oc3c(NC(=O)c4ccc(-c5nccs5)cc4)cccc3C(=O)N([C@@H](C)CO)C[C@H]2C)cc1	nt	-7.9
Cc1nn(C(N)=S)c2c1CC(COCCC(C)C)O2 (centres undefined)	15	14
Cc1ccc(NC(=O)COc2ccc3ccccc3c2Br)c([N+](=O)[O-])c1	-4	-0.1
CN(C)CC(=O)Nc1ccc2c(c1)[C@@H]1C[C@@H](CC(=O)NCc3ccccc3F)O[C@H](CO)[C@@H]1O2	-4	-0.1
C[C@@H]1CCCCO[C@H](CN(C)C(=O)Nc2cccc3ccccc23)[C@H](C)CN([C@@H](C)CO)C(=O)c2cc(NS(C)(=O)=O)ccc2O1	nt	-1.3
O=C(C[C@H]1C=C[C@@H](NC(=O)C2CCC2)[C@H](CO)O1)NC1CCC1	-8	-0.5
COc1ccc(S(=O)(=O)N(C)C[C@H]2OCc3cn(nn3)CCCC(=O)N([C@H](C)CO)C[C@@H]2C)cc1	-3	1.3
C[C@H](CO)N1C[C@H](C)[C@@H](CN(C)C(=O)C2CCCCC2)OCCCC[C@H](C)Oc2ccc(NS(=O)(=O)c3ccc(F)cc3)cc2C1=O	nt	-7.6

Single records (already shown). Order of screens: EZH2 inh, IDH1 mut inh
O=C(C[C@H]1C=C[C@@H](NC(=O)C2CCC2)[C@H](CO)O1)NC1CCC1 as listed: -8, -0.5
C[C@@H]1CCCCO[C@H](CN(C)C(=O)Nc2cccc3ccccc23)[C@H](C)CN([C@@H](C)CO)C(=O)c2cc(NS(C)(=O)=O)ccc2O1 as listed: nt, -1.3

From PubChem BioAssay
